Bioassay records (PubChem)
TGFb inhibitor = TGF-b pathway inhibition | 410,000 tested, 1.2% active | Potency, µM (top dose mostly 46.1 µM), without a hit: top-dose activity, negative = inhibition, most hits filed as inhibitors | AID 588855 | HepG2 CAGA-GFP TGF-b/SMAD3 reporter, GFP fluorescence, 18 h; TGF-beta stimulated, 500 pg/mL final; also: % is scaled to controls: 0 for no effect and ±100 for the full control effect; nearly all actives have a fitted effect of over 65% in size
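Inhibition of TGF-beta-driven CAGA-GFP reporter expression in HEPG2 cells is measured by cellular GFP fluorescence after 18 h stimulation with 500 pg/mL recombinant TGF-beta in 1% FBS medium at 37 degrees C.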
A549 tox = counter-screen for Nrf2 inhibitors: cytotoxicity in A549 cells. A549 ARE-Fluc cells, CellTiter-Fluor viability, 18-24 h. Potency, µM (top dose mostly 46 µM), without a hit: at the top dose activity change, negative = cytotoxicity, most hits filed as inhibitors. 390,000 tested, 0.16% active. AID 504648; also: % is scaled to controls: 0 for no effect and ±100 for the full control effect
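Cytotoxicity counterscreen: CellTiter-Fluor fluorescence was measured in A549 ARE_Fluc cells after 18-24 h of compound exposure in a concentration series. The subsequent BugLite luminescent read reports ARE-luciferase activity.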
ATXN2 expr inh = ATXN2 expression inhibition. AID 1745845. 360,000 tested, 0.72% active. HEK-293 ATXN2-luciferase reporter, luminescence, 24 h. Potency, µM (titrated, usually from 57 µM), inactives show at the top dose activity change, negative = inhibition, actives largely listed as inhibitors; also: % is scaled to controls: 0 for no effect and ±100 for the full control effect; nearly all actives have a fitted effect of over 55% in size
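qHTS (up to 57 uM final) was run with 24 h compound exposure of reporter cells at 37 °C. Each well was multiplexed: SteadyGlo luminescence measured ATXN2-luciferase expression after a fluorogenic Gly-Phe-AFC viability readout (25 uM final).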
EPAC2 antag = EPAC2 (human) antagonism | EPAC2 GEF exchange of Rap1B-BODIPY-GDP, fluorescence | Potency, µM (series often up to 114 µM), inactives show at the top dose activity, negative = inhibition, actives largely listed as inhibitors | 360,000 tested, 0.18% active; also: % is scaled to controls: 0 for no effect and ±100 for the full control effect; nearly all actives have a fitted effect of over 45% in size; many of its hits are not listed in these tables
Target sequence (Q8WZA2 whole entry, looked up): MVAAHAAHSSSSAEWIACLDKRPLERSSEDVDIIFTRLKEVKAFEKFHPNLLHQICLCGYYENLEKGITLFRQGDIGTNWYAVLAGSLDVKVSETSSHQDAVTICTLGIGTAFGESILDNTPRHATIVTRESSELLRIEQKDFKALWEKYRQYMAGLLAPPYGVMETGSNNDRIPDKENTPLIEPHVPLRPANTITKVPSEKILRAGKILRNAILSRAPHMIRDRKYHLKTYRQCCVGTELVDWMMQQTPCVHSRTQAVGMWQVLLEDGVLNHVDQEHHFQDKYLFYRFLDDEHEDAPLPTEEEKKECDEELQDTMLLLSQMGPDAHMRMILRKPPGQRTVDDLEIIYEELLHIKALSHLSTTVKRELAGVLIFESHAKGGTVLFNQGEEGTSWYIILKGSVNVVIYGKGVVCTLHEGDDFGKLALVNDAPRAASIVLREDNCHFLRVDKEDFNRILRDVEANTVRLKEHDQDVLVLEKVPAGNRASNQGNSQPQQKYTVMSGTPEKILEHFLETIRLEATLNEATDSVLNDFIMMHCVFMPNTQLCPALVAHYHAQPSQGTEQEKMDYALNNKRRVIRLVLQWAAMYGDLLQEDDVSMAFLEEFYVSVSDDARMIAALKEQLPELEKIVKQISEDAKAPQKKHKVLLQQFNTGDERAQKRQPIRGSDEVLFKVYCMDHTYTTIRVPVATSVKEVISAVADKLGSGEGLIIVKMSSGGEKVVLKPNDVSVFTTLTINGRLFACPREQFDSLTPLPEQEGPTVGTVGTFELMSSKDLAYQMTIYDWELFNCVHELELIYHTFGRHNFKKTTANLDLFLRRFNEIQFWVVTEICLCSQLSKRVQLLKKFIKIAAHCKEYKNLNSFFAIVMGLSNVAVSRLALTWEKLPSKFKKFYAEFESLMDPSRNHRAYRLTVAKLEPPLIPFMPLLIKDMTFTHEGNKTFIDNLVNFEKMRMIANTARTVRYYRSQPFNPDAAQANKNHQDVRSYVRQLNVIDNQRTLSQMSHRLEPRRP
MCF10A rerep = inducers of DNA re-replication in MCF 10A breast cells; MCF 10A DNA re-replication, Hoechst nuclear intensity, 48 h; 350,000 tested, 2.9% active; Potency, µM (doses to about 46.1 µM), for the others: at the top dose activity, positive = re-replication, actives largely listed as activators; also: % of control where 0% means no effect; nearly all actives have a fitted effect of over 50% in size
Nrf2 inh = Nrf2 pathway inhibition. A549 ARE-Fluc reporter, luciferase luminescence, 18-24 h. Potency, µM (series often up to 46 µM), for inactives: at the top dose activity change, negative = inhibition, actives largely listed as inhibitors. 360,000 tested, 2.1% active. AID 504444; also: % is scaled to controls: 0 for no effect and ±100 for the full control effect; nearly all actives have a fitted effect of over 60% in size
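A549 ARE_Fluc cells (5000/well, 5% FBS OPTI-MEM) pre-incubated 2 h, then treated with compounds 18-24 h at 37C/5% CO2 in concentration-response. CellTiter-Fluor viability read first; BugLite luciferase luminescence after 15 min at room temperature gives Nrf2 activity.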
Nrf2 ARE act = activates Nrf2 signaling. AREc32 ARE-luciferase reporter (MCF7-derived line), luminescence, 24 h. Potency, µM (titrated, usually from 46.1 µM), without a hit: at the top dose activation, hits mostly activators. 410,000 tested, 0.31% active. AID 624171; also: % of control where 0% means no effect; nearly all actives have a fitted effect of over 65% in size
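Luciferase luminescence (Steady-Glo, 30 min at room temperature) served as the read-out of ARE activation in AREc32 cells treated with compounds for 24 hr at 37 deg C.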
S2 tox = viability counter-screen for ATXN expression inhibitors; S2 cells (HEK-293 line with an ATXN2-luciferase reporter) viability, CellTiter-Fluor protease fluorescence, 24 h; Potency, µM (top dose mostly 56.7 µM), actives largely listed as cytotoxic; 400,000 tested, 0.49% active; AID 651635; also: nearly all actives have a fitted effect of over 40% in size
HepG2 tox = HepG2 cytotoxicity, counter-screen for TGF-b inhibitors; HepG2 CAGA-GFP viability, ATP luminescence, 18 h; Potency, µM (titrated, usually from 46.1 µM), for the others: at the top dose activity change, negative = cytotoxicity, most hits filed as cytotoxic; 410,000 tested, 0.76% active; also: some results filed as inactive show a strong effect at the top dose
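CellTiter-Glo luminescence gave cytotoxicity after 18 hours at 37 degrees C. The cells were HepG2 CAGA-GFP in 1% FBS DMEM, stimulated with 500 pg/mL TGF-beta after compound addition. %Activity was normalised to no-cell wells (complete cell-killing) and DMSO (no toxicity), and curves were fitted and classified.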
Starred values were filed as active, the others as inactive; i = inactive; ? = inconclusive; . = not tested or not shown; [ ] = remark or other dose. Calls follow the shape of the dose curve; as a rule, active = well fitted curve in the direction sought with a large enough effect; inconclusive = small, poorly fitted or top-dose-only effect, or another doubt; inactive = no such curve, though single readings can be large; an effect the other way counts as inactive or inconclusive. Potency is read from the fitted curve at half-maximal effect. Some of the compounds tested (hit frequency here may not be typical).

Screens by letter: A = TGFb inhibitor; B = A549 tox; C = ATXN2 expr inh; D = EPAC2 antag; E = MCF10A rerep; F = Nrf2 inh; G = Nrf2 ARE act; H = S2 tox; I = HepG2 tox
O=C(Oc1nsnc1N1CCOCC1)N1CCOCC1
  A = -8%; B = 1%; C = -17%; D = 10%; E = -9%; F = -7%; G = -0.4%; H = i; I = -6%
O=C(c1cccn(Cc2ccc(C(F)(F)F)cc2)c1=O)N1CCOCC1
  A = 11%; B = 5%; C = -7%; D = 0%; E = 0%; F = -20%; G = -0.2%; H = i; I = -6%
COc1ccc2[nH]c(=O)c(CN(C)C(=O)C3CCCCC3)cc2c1
  A = 27%; B = -9%; C = 2%; D = 3%; E = 5%; F = 22%; G = -0.2%; H = i; I = 16%
CN(C(=O)c1cccc(NC(=O)Cc2cccc([N+](=O)[O-])c2)c1)C1CC1
  A = 24%; B = -5%; C = 2%; D = -1%; E = -11%; F = ?; G = -0.9%; H = i; I = 25%
CCc1ccc(S(=O)(=O)Nc2ccc3c(c2)n(C)c(=O)c(=O)n3C)cc1
  A = -19%; B = -1%; C = 9%; D = .; E = .; F = ?; G = -0.5%; H = i; I = -25%
Cc1ccc(C(=O)Nc2nc3ccc(S(=O)(=O)N4CCCC4)cc3s2)cc1
  A = 3%; B = 1%; C = -1%; D = .; E = .; F = .; G = -0.7%; H = i; I = 5%
CC(C)N1C(=O)S/C(=C/c2ccc(Sc3nc4ccccc4[nH]3)o2)C1=O
  A = 20µM*; B = ?; C = ?; D = -1%; E = ?; F = 15µM*; G = 9.4%; H = i; I = -19%
CCCc1nc2ccccc2c(NC(=O)CN(CC)CC)c1CC
  A = 4%; B = -3%; C = 181%[activator]; D = 7%; E = -15%; F = -12%; G = 0.2%[9.22 µM]; H = i; I = 6%
CCc1ccc(OC(=O)c2cncc(Br)c2)cc1
  A = 7%; B = 2%; C = 17%; D = -2%; E = -6%; F = 30%; G = -0.3%; H = i; I = -24%
Cn1c(=O)c(NCCc2ccccc2)c2c3c(cccc31)C(=O)c1ccccc1-2
  A = 298%[activator]; B = 5%; C = -15%; D = 210%[activator]; E = 5.8µM*; F = ?; G = 0.5%; H = .; I = -3%
COc1ccc(NC(=O)c2ccco2)cc1NC(=O)c1ccccc1
  A = 8%; B = 4%; C = -19%; D = 6%; E = ?; F = -4%; G = 22%; H = i; I = -6%
O=Cc1[nH]c2ccccc2c1N(C(=O)CCl)c1ccc([N+](=O)[O-])cc1
  A = ?; B = -7%; C = ?; D = 2%; E = ?; F = -10%; G = 11%; H = ?; I = -55%
Cc1cc(C)c(NC(=O)CNC(=O)COC(=O)C2=COCCO2)c(C)c1
  A = -9%; B = 5%; C = 7%; D = 0%; E = -7%; F = -14%; G = 0.1%; H = i; I = -8%
CCOC(=O)C1(C)CCCN(C(=O)c2ccc(F)c(Cl)c2)C1 (configuration not stated)
  A = -1%; B = .; C = -1%; D = 6%; E = .; F = .; G = 0.3%[9.22 µM]; H = i; I = -8%
CCCCC1CCCC12NC(=O)NC2=O (configuration not stated)
  A = 9%; B = 5%; C = -5%; D = -3%; E = -1%; F = 0%; G = -0.8%; H = i; I = 4%
O=C(Nc1ccccc1)SC1CCCCC1
  A = -4%; B = -1%; C = 43%[activator]; D = -22%; E = -31%[inhibitor]; F = ?; G = 0.5%; H = i; I = 1%
CCOc1ccc(-n2c(SCC(=O)N3CCC(C)CC3)nc3c([nH]c4ccccc43)c2=O)cc1
  A = 2%; B = -1%; C = 3%; D = .; E = .; F = .; G = 0.6%; H = i; I = -12%
NC(=O)c1ccc(NC(=O)c2ccc(CN3CCOCC3)cc2)cc1
  A = -2%; B = 2%; C = 24%; D = 3%[57.1 µM]; E = 1%; F = 4%; G = -0.2%; H = i; I = -1%
c1csc(Cc2nc3ccccc3[nH]2)c1
  A = 10%; B = -4%; C = 51%[activator]; D = 4%; E = 16%; F = -8%; G = 5.6%; H = i; I = -12%
COc1ccc(NC(=O)Cn2c(=O)n(CCC(C)C)c(=O)c3cccnc32)cc1Cl
  A = -7%; B = -7%; C = -5%; D = .; E = .; F = 6%; G = -0.4%; H = i; I = -15%
O=C(CSc1nc2c([nH]c3ccccc32)c(=O)n1-c1ccc(F)cc1)Nc1ccc2c(c1)OCCO2
  A = 0%; B = -19%; C = .; D = .; E = .; F = .; G = 0.7%; H = .; I = -3%
Cc1ccc(-c2nnc(SCC(=O)NCc3ccccc3)o2)cc1
  A = 2%; B = 0%; C = 21%; D = .; E = .; F = ?; G = 0.6%; H = i; I = -6%
N#CCCN(C(=O)CN1c2cccc3cccc(c23)S1(=O)=O)c1ccccc1
  A = 2%; B = -5%; C = -4%; D = -3%; E = 5%; F = -1%; G = 1.7%; H = i; I = -41%
Cc1nn(C)c(C)c1S(=O)(=O)N(CC(=O)NCCCN1CCC(C)CC1)c1ccc(C(C)C)cc1
  A = -2%; B = -4%; C = -5%; D = 16%; E = 10%; F = 13%; G = -0.7%; H = i; I = 1%
Cc1cc(C(=O)OCC(=O)NNC(=O)c2cccs2)ccc1[N+](=O)[O-]
  A = 3%; B = -7%; C = 21%; D = 3%; E = ?; F = 12%; G = -0.6%; H = i; I = 9%
CCCc1nc2c(s1)CCc1onc(-c3ccc(Br)cc3)c1-2
  A = -9%; B = 18%; C = 11%; D = -30%; E = ?; F = ?; G = -0.1%; H = i; I = -9%
CCN1CCCC1CNC(=O)Cn1cnc2ccc(S(=O)(=O)N3CCC(C)CC3)cc2c1=O (configuration not stated)
  A = -13%; B = 0%; C = -3%; D = 5%; E = 9%; F = 2%; G = 0.3%; H = i; I = -19%
COc1ccc(-n2c(C)c(C(C)=O)c3cc(O)ccc32)cc1
  A = 9%; B = 1%; C = .; D = .; E = 1%; F = -6%; G = 1.3%; H = i; I = 3%
O=C1CC(Sc2ccc(Cl)cc2)C(=O)N1Cc1ccncc1 (configuration not stated)
  A = -17%; B = -2%; C = -11%; D = -3%; E = 1%; F = 1%; G = 14%; H = ?; I = -2%
CCOc1ccc2nc(N(CCN(C)C)C(=O)c3cc4ccccc4cc3OC)sc2c1
  A = ?; B = 15%; C = .; D = -7%; E = 2%; F = 3%; G = 4.6%; H = ?; I = -18%
COc1ccc(C(=O)/C=C2/C(=O)Nc3ccccc32)cc1
  A = ?; B = -2%; C = ?; D = 1%; E = 9.2µM*; F = -9%; G = ?; H = ?; I = 14µM*
CC(OC(=O)c1nn(C)c(=O)c2ccccc12)C(=O)NC1CCCCC1C (configuration not stated)
  A = -1%; B = -2%; C = 0%; D = 2%; E = 0%; F = 1%; G = 0.6%; H = i; I = 1%
CCCn1nnnc1NCc1ccc(OC)cc1
  A = 19%; B = -1%; C = .; D = 1%; E = -2%; F = -5%; G = -0.7%; H = i; I = -13%
Cc1ccc(NC(=S)NC(NC(=O)c2ccco2)C(Cl)(Cl)Cl)cc1 (configuration not stated)
  A = ?; B = -13%; C = -15%; D = 0%; E = 16µM*; F = -29%; G = -0.4%; H = i; I = -25%
CCc1ccccc1NC(=O)CNC(=O)CCc1nc2sc3c(c2c(=O)[nH]1)CCCC3
  A = ?; B = -3%; C = 3%; D = 18%; E = 11%; F = 6%; G = -0.3%; H = i; I = 6%
O=C1COc2ccc(C(=O)CSc3ccccc3C(=O)O)cc2N1
  A = 0%; B = 0%; C = -24%; D = 6%; E = 0%; F = -26%; G = -0.5%; H = i; I = -6%
COC(=O)C1=C(N)OC2=C(C(=O)CC(C)(C)C2)C1c1ccoc1 (configuration not stated)
  A = -5%; B = 14%; C = 5%; D = 4%; E = -1%; F = 2%; G = -0.5%; H = i; I = -61%
Cn1c(/C=C/c2ccccc2)nc2ccccc21
  A = -7%; B = 6%; C = .; D = 3%; E = 13%; F = ?; G = 0.2%; H = i; I = 4%
C=CCN=C1S/C(=C\c2ccc(N(C)C)cc2)C(=O)N1CC=C
  A = -18%; B = -27%; C = 16%; D = 1%; E = 18µM*; F = ?; G = 0.3%; H = i; I = -3%
COc1ccc(Cl)cc1S(=O)(=O)N1CCN(C(=O)c2cc(-c3ccc(Br)cc3)n[nH]2)CC1
  A = 8.9µM*; B = ?; C = .; D = .; E = .; F = ?; G = 0.4%; H = .; I = -1%

Full records as entered above.
C=CCN=C1S/C(=C\c2ccc(N(C)C)cc2)C(=O)N1CC=C is listed as TGFb inhibitor = -18%; A549 tox = -27%; ATXN2 expr inh = 16%; EPAC2 antag = 1%; MCF10A rerep = 18µM*; Nrf2 inh = ?; Nrf2 ARE act = 0.3%; S2 tox = i; HepG2 tox = -3%
O=C1COc2ccc(C(=O)CSc3ccccc3C(=O)O)cc2N1 is listed as TGFb inhibitor = 0%; A549 tox = 0%; ATXN2 expr inh = -24%; EPAC2 antag = 6%; MCF10A rerep = 0%; Nrf2 inh = -26%; Nrf2 ARE act = -0.5%; S2 tox = i; HepG2 tox = -6%

More structures follow:
Screens by letter: A = TGFb inhibitor; B = A549 tox; C = ATXN2 expr inh; D = EPAC2 antag; E = MCF10A rerep; F = Nrf2 inh; G = Nrf2 ARE act; H = S2 tox; I = HepG2 tox
COc1ccc(C)cc1NC(=O)c1cc2c(=O)n(Cc3cccnc3)ccc2nc1C
  A = 26%; B = 11%; C = 2%; D = .; E = .; F = -5%; G = 6.2%; H = i; I = -4%
N#CC(C#N)=Cc1ccc(NC(=O)c2ccc(Br)cc2)cc1
  A = -6%; B = 3%; C = 27%; D = -5%; E = ?; F = 16%; G = 8.0%; H = i; I = -12%
COc1ccc(/C=C/C(=O)NC(=S)NNC(=O)c2ccco2)cc1OC
  A = 2%; B = 4%; C = 9%; D = -29%; E = -3%; F = -4%; G = -0.2%; H = i; I = -3%
CO/N=C\CC(=O)Nc1ccc(Cl)cc1Cl
  A = -16%; B = -15%; C = -31%; D = 12%; E = 16µM*; F = 3%; G = 0.8%; H = i; I = 1%
C(=N\c1nccs1)/c1c[nH]c2ccccc12
  A = -4%; B = 8%; C = -16%; D = 19%; E = -2%; F = .; G = 3.9%; H = i; I = -43%
Cc1ccccc1CSCCNC(=O)CSCc1ccc([N+](=O)[O-])cc1
  A = -18%; B = 19%; C = -3%; D = -3%; E = -2%; F = -1%; G = 2.5%; H = i; I = -12%
